# EPAC2 agonist = agonists of human EPAC2 (RAPGEF4); Potency, µM (doses to about 154 µM), for inactives: at the top dose activation, hits mostly activators; EPAC2 activation, biochemical qHTS; response scale: 100% = 6.5 mM cAMP response; hit rate 0.079% among 360,000; Q8WZA2; AID 720711; also: potency is read from the fitted curve at half-maximal effect; nearly all actives have a fitted effect of over 50% in size
#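 Fluorescence exchange assay: 100 nM EPAC2 with 250 nM RAP1B-BODIPY-GDP and 50 uM GDP; compounds tested as a concentration-titration series (qHTS). Loss of Rap1-bound BODIPY-GDP fluorescence read at 480/540 nm; data normalized to 6.5 mM cAMP.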
# EPAC2 antag = EPAC2 (human) antagonism. AID 720708. EPAC2 GEF exchange of Rap1B-BODIPY-GDP, fluorescence. hit rate 0.18% among 360,000. Potency, µM (highest dose often 114 µM), for the others: at the top dose activity, negative = inhibition, most hits filed as inhibitors; also: potency is read from the fitted curve at half-maximal effect; % is scaled to controls: 0 for no effect and ±100 for the full control effect; nearly all actives have a fitted effect of over 45% in size; many of its hits are not listed in these tables
# Akt phos inh = Akt phosphorylation inhibition. activity change, % for hits at 50 µM. hit rate 0.32% among 360,000. Neuro2A IGF-stimulated pAkt S473 HTRF, 20 min; hits give low values; in the data active = activity change below about -80%; inconclusive = mostly about -51% to -80%; also: % is scaled to controls: 0 for no effect and ±100 for the full control effect
#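 Single-point screen (50 µM final compound) in Neuro2A cells stimulated 20 min with 6 nM IGF at 37 deg C. After lysis, Ser473-phosphorylated Akt read by HTRF (ex 330 nm, em 615/665 nm) as the 665/615 ratio.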
# D3 ag = agonists of human D3 dopamine receptor; max activation, %; P35462; hit rate 0.58% among 410,000; D3R DiscoveRx beta-arrestin cells, luminescence, 90 min; AID 652048; in the data active = max activation above about 30%; also: 0% is about no effect; mostly tested at two doses, the higher about 12 µM
# Target sequence (P35462 whole entry, looked up): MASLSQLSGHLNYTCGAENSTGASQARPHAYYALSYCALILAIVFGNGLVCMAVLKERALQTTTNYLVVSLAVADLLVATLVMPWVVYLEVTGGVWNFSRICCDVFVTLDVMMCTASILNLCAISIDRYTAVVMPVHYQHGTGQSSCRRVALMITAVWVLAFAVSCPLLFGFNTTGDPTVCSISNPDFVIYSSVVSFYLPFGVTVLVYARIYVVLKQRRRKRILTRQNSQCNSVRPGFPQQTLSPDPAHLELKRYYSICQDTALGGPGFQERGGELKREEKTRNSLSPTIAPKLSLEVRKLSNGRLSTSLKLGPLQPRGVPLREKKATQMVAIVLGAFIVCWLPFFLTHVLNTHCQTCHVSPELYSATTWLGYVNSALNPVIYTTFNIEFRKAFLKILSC
#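 Agonist-mode cell screen: cells plated at 1500/well and incubated overnight at 37 °C, then exposed to library compounds for 90 min at 37 °C. Detection reagent was added for 30–60 min at room temperature, and luminescence was read.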
# PTHR1 ag = agonists of human PTHR1 parathyroid hormone receptor. Q03431. HEK293 GP2 PTHR1 cells, GloSensor cAMP luminescence, 1 h. Potency, µM (top dose mostly 115 µM), for inactives: at the highest dose activation, actives largely listed as activators. hit rate 0.075% among 410,000; also: potency is read from the fitted curve at half-maximal effect; nearly all actives have a fitted effect of over 55% in size; some results filed as inactive show a strong effect at the top dose; inactives centre near -15; many of its hits are not listed in these tables
# Target sequence (Q03431 whole entry, looked up): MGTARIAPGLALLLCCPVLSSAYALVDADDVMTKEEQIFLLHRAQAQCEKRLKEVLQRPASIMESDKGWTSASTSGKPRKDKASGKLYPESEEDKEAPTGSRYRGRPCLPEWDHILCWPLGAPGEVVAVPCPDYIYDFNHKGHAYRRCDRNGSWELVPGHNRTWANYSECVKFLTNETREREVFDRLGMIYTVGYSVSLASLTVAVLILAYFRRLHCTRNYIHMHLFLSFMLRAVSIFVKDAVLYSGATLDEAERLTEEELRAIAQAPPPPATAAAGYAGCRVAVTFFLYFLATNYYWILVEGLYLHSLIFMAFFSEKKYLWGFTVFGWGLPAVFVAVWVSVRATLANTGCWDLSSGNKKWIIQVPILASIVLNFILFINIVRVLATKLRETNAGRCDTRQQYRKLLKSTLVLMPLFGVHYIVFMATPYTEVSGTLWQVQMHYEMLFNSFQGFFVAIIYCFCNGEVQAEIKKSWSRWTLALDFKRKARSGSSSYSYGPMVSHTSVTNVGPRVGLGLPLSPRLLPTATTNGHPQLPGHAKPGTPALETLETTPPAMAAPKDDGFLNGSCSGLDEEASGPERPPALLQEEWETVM
#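 HEK-293-derived GP2 cells expressing PTHR1 and a GloSensor cAMP reporter, 3,000/well, plated overnight, given luciferin plus IBMX (each 0.5 mM as added) for 1 h at 37 °C, then compound for 1 h at 37 °C. Luminescence was read after 15 min at room temperature.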
# CCT modulator = modulators of cytosolic chaperonin (CCT/TRiC) activity; purified chaperonin ATPase assay, HTRF ADP detection, 30 min; activity change, % (concentration not given with the values), hits read low; hit rate 0.3% among 360,000; in the data active = activity change below about -30%; also: % is scaled to controls: 0 for no effect and ±100 for the full control effect
#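 ATPase activity: ADP formed was measured by HTRF Transcreener (665/615 nm ratio) after 30 min at 37 deg C with 10 uM ATP. Compounds screened at one 76 uM concentration against 40 or 20 nM TRiC in Tris pH 7.4/KCl/MgCl2/DTT buffer.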
# Mm-Cpn inhibitor = inhibitors of Methanococcus maripaludis chaperonin (MmCpn); AID 504842; Potency, µM (doses to about 76.9 µM), inactives show top-dose activity, negative = inhibition, usual class: inhibitors; hit rate 0.031% among 330,000; purified Mm-Cpn ATPase, ADP Transcreener TR-FRET; also: potency is read from the fitted curve at half-maximal effect; % is scaled to controls: 0 for no effect and ±100 for the full control effect; nearly all actives have a fitted effect of over 80% in size
#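 Compound-treated chaperonin, 25 nM final, turns over 10 uM ATP at 37°C for 30 min following a 10 min preincubation; ADP generated competes with ADP-d2 for Eu-cryptate antibody, lowering FRET.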
# DRD3 antagonist = antagonists of human D3 dopamine receptor. P35462. D3R cells, DiscoveRx beta-arrestin luminescence, antagonist mode; hits give low values. max response, negative = inhibition, %. hit rate 2.5% among 360,000; in the data active = max response below about -50%; inconclusive = no clear call, values can overlap the other calls; also: % is scaled to controls: 0 for no effect and ±100 for the full control effect; mostly tested at two doses, the higher about 12 µM
#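 Cells expressing the human receptor were seeded at 1500 cells/well, incubated overnight at 37 degrees C in 5% CO2, then exposed to library compounds with dopamine controls for 90 minutes at 37 degrees C before luminescent detection.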
# Starred values were filed as active, the others as inactive; i = inactive; u = inconclusive; x = not tested or not shown; & = joins results of further samples; [ ] = another dose, or the depositor's remark. Unless noted, calls follow the shape of the dose curve; as a rule, active = well fitted curve in the direction sought with a large enough effect; inconclusive = small, poorly fitted or top-dose-only effect, or another doubt; inactive = no such curve, though single readings can be large; an effect the other way counts as inactive or inconclusive. An excerpt, so the mix of outcomes need not match the whole.
entry | SMILES | EPAC2 agonist | EPAC2 antag | Akt phos inh | D3 ag | PTHR1 ag | CCT modulator | Mm-Cpn inhibitor | DRD3 antagonist
1 | O=C(O)/C=C/C(=O)NNC(=O)c1cc(-c2ccccc2)n[nH]1 | -2.5% | 1.2% | i | 4.8 | i | 0.9 | 3.5% | 10.3
2 | CCCCCOC(=O)C1C(c2ccccc2)C(C(=O)O)C1c1ccccc1 (configuration not stated) | 8.3% | -5.6% | i | -7.7 | i | 0.9 | 0.2% | -0.3
3 | Cc1ccc(C2(C)NC(=O)N(CC(=O)Nc3ccccc3C(=O)NC3CCCC3)C2=O)cc1 (configuration not stated) | 1.1% | -1.7% | i | 1.6 | -24.6% | 1.4 | -0.9% | 9.3
4 | CC1CCCC(C)N1CC(O)COCc1ccccc1 (configuration not stated) | 0.1% | -4.7% | i | 2.9 | i | 0.4 | -0.2% | -16.2
5 | O=C(NO)c1ccc(C(=O)N(C2CCCCC2)C2CCCCC2)cc1 | -3.3% | 12.6% | i | 4.3 | -9.2%[57.5 µM] | -0.5 | 1.3% | 13.3
6 | CC(C)(C)c1cc(C(=O)O)n[nH]1 | 11.6% | -0.9% | i | 12.1 | -5.1% | -3.4 | 1.8% | 12.4
7 | COc1ccc2c(c1)CCC1C2=NN(/C(C)=C\C(C)=O)C1c1ccc(F)cc1 (configuration not stated) | 15.9% | -4.4%[57.1 µM] | i | -2.6 | -19.2% | -1.6 | -5.4% | -5.7
8 | CC(C)CCN1C(=O)c2ccc(C(=O)NCc3ccco3)cc2C1=O | -14.7% | -3.4% | i | -6.0 | -29.0% | 0.0 | 0.1% | 9.3
9 | COCCC(=O)N1CCC(Oc2ccc(C(=O)NC3Cc4ccccc4C3)cc2)CC1 | 4.9% | -6.2% | i | 2.1 | -31.3%[inhibitor] | 0.7 | 1.9% | 10.1
10 | COC/C=C/C1=CC2=CC(=O)C(C)(OC(=O)c3cnc4ccccc4n3)C(=O)C2=CN1CCCOC(C)C (configuration not stated) | 4.0% | 6.1% | i | 0.7 | -2.7% | -1.4 | 0.0% | 0.0
11 | Cc1ccc2nc(-c3ccc(NC(=O)CSc4ccccc4)cc3)[nH]c2c1 | 0.6% | -2.6% | i | -12.7 | -26.4%[57.5 µM] | -3.4 | -2.8% | -11.4
12 | C/C=C/C=N/Nc1nc(C)cc(=O)[nH]1 | 10.3% | 9.8% | i | 3.5 | i | -4.8 | -2.4% | 7.5
13 | Cc1cc2c(cc1C)[n+](C)cn2CC(O)COCC1CC=CCC1 (configuration not stated) | 2.6% | 1.1% | i | -2.6 | -16.5% | -2.6 | 0.9% | -14.9
14 | Cc1cnc(NC(=O)CSc2nnc(C)n2N)s1 | 16.9% | 4.6% | i | -12.0 | -16.0% | -2.4 | -2.2% | -23.8
15 | COc1cccc(N(C(=O)CS(=O)CC(=O)Nc2ccc(F)cc2)C(C(=O)NC2CCCCC2)c2cccs2)c1 (configuration not stated) | -18.9% | 2.5% | i | -1.2 | i | -2.1 | -2.1% | -20.5
16 | CN1C(C(=O)NCc2cccc(Br)c2)CC2Cn3c(nc4ccccc43)C21 (configuration not stated) | 7.1% | -3.8% | i | 3.8 | i | 1.2 | 0.3% | 20.7
17 | O=C(Nc1cccc(-c2cnc3ccccc3n2)c1)C1CC(=O)N(c2ccccc2)C1 (configuration not stated) | -4.0% | -3.3% | i | 16.8 | -37.6%[inhibitor] | 0.9 | -22.4% | 61.1
18 | Cc1ccc(C)c(N(CC(=O)NC(C)C)C(=O)CCC(=O)Nc2ccccn2)c1 | 6.2% | -0.1% | i | 1.4 | -6.4% | 0.3 | 1.6% | 1.0
19 | COc1ccc(OC)c(NC(=O)c2cc(-c3cc(C)c(C)cc3O)n[nH]2)c1 | 6.4% | 6.2% | i | -11.5 | -31.6%[inhibitor] | -0.4 | -19.2% | 2.5
20 | Cc1ccc2cc(/C=N/NC(=O)c3ccc(F)cc3)c(Cl)nc2c1 | 6.9% | 4.6% | i | -11.6 | -14.1% | -10.1 | -0.4% | -21.1
21 | O=C(Nc1ccc(C(=O)O)cc1)Nc1ccc([N+](=O)[O-])cc1 | 1.6% | 3.0% | i | 3.7 | -27.8% | -0.2 | 0.2% | -11.3
22 | CCOC(=O)c1c(C)[nH]c(C(=O)NCCN2CCOCC2)c1C | 3.6% | 2.2% | i | 0.6 | i | -4.4 | 0.0% | -7.2
23 | NS(=O)(=O)c1ccc(N=Cc2c(O)c3ccccc3oc2=O)cc1 | 1.1% | 6.3% | i | -0.9 | i | -0.2 | 0.1% | 9.0
24 | CC(C)[C@@H]1Cc2[nH][nH]c(=O)c2[C@H](C(C)C)O1 | -1.9% | -3.9% | i | 6.8 | -24.3% | 2.3 | x | 2.5
25 | Cc1cc(SCc2ccccc2Cl)nc(=O)[nH]1 | 3.6% | -8.2% | i | -7.4 | i | 0.5 | 0.4% | 12.2
26 | Cc1ocnc1C(=O)Nc1ccc(Cl)cc1 | -8.9% | -1.0% | i | 2.4 | -12.9% | -0.1 | -0.2% | 15.0
27 | O=C(N/C=C\c1ccccc1)NCc1ccc(Cl)cc1Cl | 5.3% | 8.0% | i | 3.1 | i | -0.6 | 0.6% | 6.5
28 | O=C(CNC(=O)C1COc2ccccc2O1)N/N=C\c1ccc(Br)cc1 (configuration not stated) | 3.1% | -9.1% | i | -0.2 | i | -2.0 | 0.1% | -12.6
29 | Cc1ccc(CNC(=O)c2cc(=O)c3ccc(C)cc3o2)cc1 | -6.0% | -3.8% | i | 15.8 | -16.8% | -0.3 | -0.8% | 1.1
30 | O=C(NN1CCOCC1)c1ccc(Cl)c(Cl)c1 | 13.0% | 0.1% | i | -4.7 | i | 0.0 | 2.1% | -0.5

# Shown with values under each structure: eight of the compounds above
# Second line of a record: EPAC2 agonist, EPAC2 antag, Akt phos inh, D3 ag, PTHR1 ag, CCT modulator, Mm-Cpn inhibitor, DRD3 antagonist
23	NS(=O)(=O)c1ccc(N=Cc2c(O)c3ccccc3oc2=O)cc1
    1.1%, 6.3%, i, -0.9, i, -0.2, 0.1%, 9.0
24	CC(C)[C@@H]1Cc2[nH][nH]c(=O)c2[C@H](C(C)C)O1
    -1.9%, -3.9%, i, 6.8, -24.3%, 2.3, x, 2.5
25	Cc1cc(SCc2ccccc2Cl)nc(=O)[nH]1
    3.6%, -8.2%, i, -7.4, i, 0.5, 0.4%, 12.2
26	Cc1ocnc1C(=O)Nc1ccc(Cl)cc1
    -8.9%, -1.0%, i, 2.4, -12.9%, -0.1, -0.2%, 15.0
27	O=C(N/C=C\c1ccccc1)NCc1ccc(Cl)cc1Cl
    5.3%, 8.0%, i, 3.1, i, -0.6, 0.6%, 6.5
28	O=C(CNC(=O)C1COc2ccccc2O1)N/N=C\c1ccc(Br)cc1 (configuration not stated)
    3.1%, -9.1%, i, -0.2, i, -2.0, 0.1%, -12.6
29	Cc1ccc(CNC(=O)c2cc(=O)c3ccc(C)cc3o2)cc1
    -6.0%, -3.8%, i, 15.8, -16.8%, -0.3, -0.8%, 1.1
30	O=C(NN1CCOCC1)c1ccc(Cl)c(Cl)c1
    13.0%, 0.1%, i, -4.7, i, 0.0, 2.1%, -0.5

# Next results:
item	SMILES	EPAC2 agonist	EPAC2 antag	Akt phos inh	D3 ag	PTHR1 ag	CCT modulator	Mm-Cpn inhibitor	DRD3 antagonist
31	Nc1nc(-c2ccccc2)nc(-c2ccccc2O)n1	13.6%	-11.3%	i	6.5	-10.3%	0.2	x	14.1
32	C#CCOCCOCCOCCNc1nc(N2CCN(C(=O)[C@H]([C@@H](C)O)n3cc(CCCCN)nn3)CC2)nc(N2CCN(C(=O)[C@H](CCCCN)n3cc(CCC(=O)O)nn3)CC2)n1	0.7%	4.7%	i	-3.6	i	1.5	0.9%	-12.4
33	Cc1cc(NS(=O)(=O)c2ccc(NC(=O)C(C)N3C(=O)c4ccccc4C3=O)cc2)nc(C)n1 (configuration not stated)	0.8%	-1.8%	i	-2.0	-9.7%[57.5 µM]	-2.5	-0.7%	-3.0
34	Cc1ccc(S(=O)(=O)N2CCCCC2)cc1NC(=O)COC(=O)c1ccc(O)cc1	10.1%	-4.2%	i	1.8	-23.1%	-1.6	-1.4%	15.9
35	O=C(CN1C2=NCCCN2c2ccccc21)c1ccc(Br)s1	1.1%	-3.8%	i	-15.7	i	-1.4	-3.0%	-53.6*
36	Cc1ccc(NC(=O)n2ncc3c(C)cccc32)c(C)c1	4.6%	18.2%	i	-19.0&5.0	-17.1%&-7.0%	0.1	-0.6%	0.7
37	COC(=O)c1cccc(NC(=O)C(C)(C)C)c1	21.9%	4.8%	i	-15.8	i	1.9	3.0%	-12.3
38	COc1ccccc1NC(=O)c1ccc(NC(=O)COC(=O)C2CCCO2)cc1 (configuration not stated)	4.6%	6.8%	i	-5.0	i	0.0	-0.9%	9.0
39	COc1cc2ccccc2cc1C(=O)Nc1cccnc1	7.0%	-18.7%	i	-1.5	-42.4%[inhibitor]	-2.5	0.8%	11.4
40	Clc1ccccc1CNCc1ccncc1	8.9%	9.0%	i	2.0	-22.2%	2.0	-2.9%	14.2
41	CCCCN(CC(=O)NCc1ccc(Cl)cc1)S(=O)(=O)c1ccc2c(c1)OCCO2	6.1%	5.0%	i	-0.8	i	-0.9	-2.7%	7.5
42	COCc1nnc(NC(=O)c2ccc(S(=O)(=O)N3CCCc4ccccc43)cc2)o1	-0.4%	u	i	-0.4	-17.7%	2.3	-0.1%	0.2
43	CCC(=O)NNc1ncnc2c1cnn2-c1ccccc1	-4.8%	13.8%	i	-7.2	-2.4%	-1.1	-0.5%	-14.5
44	Cc1cccc(C(=O)N2CCCC(c3nc(-c4ccc(F)cc4)no3)C2)c1 (configuration not stated)	12.8%	-4.7%	i	12.3	i	0.1	1.0%	4.5
45	Cc1ccnc2c(N3C(=O)C4C5C=CC(C5)C4C3=O)cccc12 (configuration not stated)	-0.8%	-2.4%	i	-12.1	i	-2.4	2.2%	-24.7
